Screening results: PubChem, several laboratories
Insulin prom inh: TRM-6 insulin promoter activity inhibition; TRM-6 cells (human fetal islet line), insulin promoter-eGFP reporter, imaging; reporter expression induced with tamoxifen; inhibition, % at 2 µM; 130,000 compounds, 0.9% hits; AID 1273;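 active = inhibition above the mean plus 3 SD, with well images judged a real hit on visual review, cut at about 60% in these data, passing the limit was not always enough; inconclusive = inhibition over the cutoff but images rejected on review; inactive = inhibition not above the cutoff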
SDO1 yeast rescue: sdo1-depleted yeast growth rescue. z-score at 10 µM. 140,000 compounds, 0.21% hits. S. cerevisiae sdo1-depleted JHY4D growth rescue, OD600 30 h; hits give high values; pdr5 snq2 efflux-pump mutant strain. AID 817;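 active = z-score above 3 at both the 24 hr and the 30 hr optical density reads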;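 note: z-score against mean and SD of all compound wells on the same plate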
SDO1 yeast rescue Rescue 24 h: second read-out of SDO1 yeast rescue, no call of its own (marks repeat the call); z-score; S. cerevisiae sdo1-depleted JHY4D growth rescue, OD600; measured here: growth rescue at 24 h;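 0 is the plate mean of compound wells and units are plate SD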
Numbers without * were called inactive; i = inactive; ? = inconclusive; / = not tested or not shown; & = joins results of further samples; [ ] = another dose, or the depositor's remark.

SMILES	Insulin prom inh	SDO1 yeast rescue	SDO1 yeast rescue Rescue 24 h
CCOc1ccc(C2CC(=O)NC(SC)=C2C#N)cc1 (stereo unspecified)	/	0.05	-0.06
CCOC(=O)c1c(C)c(C(=O)NC(C)COC)c(C)n1C (stereo unspecified)	-35	1	0.75
CN1c2ccccc2C2(C)CCCC3=Cc4cc([N+](=O)[O-])cc([N+](=O)[O-])c4OC312 (stereo unspecified)	/	-0.52	0.06
Cc1nc2ncnn2c(C)c1CCC(=O)Nc1csc(N)n1	-20	-0.07	-0.01
COc1ccc(-n2nc3c(c2NC(=O)c2c(-c4ccccc4Cl)noc2C)CS(=O)(=O)C3)cc1	-91	-0.25	0.95
CCSc1nc(C)c(C(C)=O)cc1C#N	-64	0.13	-0.07
COc1nn(C(C)C(=O)N2N=C(C(F)F)CC2(O)C(F)F)cc1[N+](=O)[O-] (stereo unspecified)	-5	0.45	-0.38
Cc1ccccc1C(=O)N/N=C/c1ccsc1C	0	0.31	0.35
COCCCNC(=S)N1CCCC(c2nc3cc(C)c(C)cc3[nH]2)C1 (stereo unspecified)	-47	/	/
CC(=O)N1CCN(S(=O)(=O)c2cccc(C(=O)OCC(=O)N3CC(=O)Nc4ccccc43)c2)CC1	-44	/	/
CC(C)c1ccc(CCNC(=O)c2ccc([N+](=O)[O-])cc2)cc1	/	-0.81	-0.48
Cc1cccc(/C=N/Nc2cc(N3CCOCC3)nc(N3CCOCC3)n2)c1	-34	0.94	0.66
O=C(Cn1nc(C(=O)O)c2ccccc2c1=O)NCC1CCCO1 (stereo unspecified)	-27	-0.95	-0.36
COc1ccc(CN2C(=O)CS(=O)CC2=O)cc1OC	-7	0.71	0.12
Clc1ccc(/C=N/c2c(-c3ccco3)nc3ccccn23)cc1	0	-0.38	-0.23
CCNC(=S)NNC(=O)c1csc2ccccc12	-38	-0.24	-0.05
Cc1cccc(C(=O)Nc2ccc(C(=O)/C=C/c3cccs3)cc2)c1	-9	-1.5	-0.8
Cc1noc(/C=C/c2ccco2)c1S(=O)(=O)N1CCC(C(=O)N(C)Cc2ccccc2)CC1	/	-0.71	-0.44
Cc1cc2c(c(=O)n1CC1CCCO1)C(c1ccc3c(c1)OCO3)C(C#N)=C(N)O2 (stereo unspecified)	/	-0.73[6.9 µM]	-1.2
Clc1ccc(OCCCn2cncn2)cc1Cl	7	-0.69	-0.53
CC1CCN(S(=O)(=O)c2ccc(C(=O)NCc3ccc4c(c3)OCO4)cc2)CC1	1	-1.8	-1
Cc1ccccc1-n1nc2c(c1NC(=O)c1ccc(S(=O)(=O)N(C)C)cc1)CSC2	/	0.2	0.17
O=C(CC1NC(=O)NC1=O)NC1(C(=O)NC2CCCCC2)CCCCC1 (stereo unspecified)	-7	0.39	1
Fc1ccccc1-c1csc(=Nc2cccnc2)n1CCCn1ccnc1	-19	-0.35	-0.69
CC(N=Cc1ccccc1O)c1ccccc1 (stereo unspecified)	-43	1.8	1.8
Fc1ccc(NC(=S)N2CCCC2)cc1	13	/	/
Cc1ccc(S(=O)(=O)NNC(=O)C2CC=CCC2C(=O)O)cc1 (stereo unspecified)	8	/	/
Cc1ccc(NS(=O)(=O)c2ccc(CCC(=O)NCCCOC(C)C)cc2)cc1	-67	-0.01	-1.5
C=CCn1c(C(C)NC(=O)c2ccccc2C)n[nH]c1=S (stereo unspecified)	3	1	1.2
Nc1cc(-c2ccco2)no1	-33	1.4[23.6 µM]	0.95
O=C(CNc1cccc2ccccc12)c1ccc([N+](=O)[O-])cc1	/	0.2	0.48
Cc1cc(Br)cc(C)c1OCCCCN(C)C	-17	0.31	0.21
COc1ccc(-c2nc3n(n2)C(c2cccnc2)C(C(N)=O)=C(C)N3)cc1 (stereo unspecified)	/	0.51[5 µM]	-0.41
COc1ccc(CCNS(=O)(=O)c2ccc(N3CCCC3=O)cc2)cc1	62	0.85	0.65
C[C@H](NC(=O)NCCc1ccccc1)C(=O)O	/	0.25	-1.1
Cn1c(=O)c2c(nc(CN3CCC(C(N)=O)CC3)n2Cc2c(F)cccc2Cl)n(C)c1=O	/	0.14	-0.2
CCOC(=O)N1CCN(C(=O)CSCC(=O)Nc2nc(-c3ccc(Cl)s3)cs2)CC1	33	-0.89	-0.84
O=C(CSC1=NCCS1)N1CCN(c2ccc(Cl)cc2)CC1	5	0.52	0.2
CCOC(=O)c1ccc(NC(=O)C2CCCO2)cc1 (stereo unspecified)	-9	-0.04	-0.1
CCCCN1CNC(=S)N(c2ccc(C(=O)OCC)cc2)C1	/	-0.29	-0.46
O=C(Cn1cnc([N+](=O)[O-])c1)Nc1cc(Oc2ccc(Cl)cc2Cl)cc([N+](=O)[O-])c1	-110	-0.06	-0.06
CN(C(=O)COC(=O)CNC(=O)c1sc2ccccc2c1Cl)c1ccccc1	-29	-0.52	0.82
O=C(N/N=C/c1cc(Br)ccc1O)c1ccccc1Cl	-21	-1.6	0
O=c1[nH]c2cc(Cl)ccc2n1-c1ccccc1	/	1.4&2.3	1.2&2.6
Cc1ccc(OCC(=O)Nc2ccc(Cl)cc2)c(-n2nc3ccccc3n2)c1	12	0.75	2.9
COc1ccccc1C1C(C(C)=O)=C(O)C(=O)N1CCc1ccccc1 (stereo unspecified)	-114	1.3	1
OCCNc1ccc(Cl)cc1	6	1.6	1.7
O=C(CCC(=O)N1CCc2ccccc21)N1CCc2ccccc21	i	/	/
Cc1ccc(-n2nnc3c(=O)n(Cc4cccc(C)c4)cnc32)cc1	/	-0.56	-0.37
Cn1c(SCC(=O)NC(C)(C)C)nnc1-c1ccc(C(C)(C)C)cc1	41	0.88	0.65
CC(=O)n1c2c(c3ccccc31)OC(N)=C(C#N)C2c1cccc(Cl)c1Cl (stereo unspecified)	/	0.05	-0.05
CCC(C)(C)NC(=O)C(c1cccn1C)N(Cc1ccccc1)C(=O)Cn1nnc2ccccc21 (stereo unspecified)	-136	-0.96	-0.11
O=S1(=O)N=C(SCCO)c2ccccc21	-50	0.24	-0.11
CCC(=O)N1CCCc2cc(S(=O)(=O)N3CCC(N4CCCCC4)CC3)ccc21	/	1.4	1
Brc1ccc(OCCCN2CCOCC2)cc1	10	-1.9	-1.4
Cn1c(=O)oc2cc(S(=O)(=O)NC3CCCc4ccccc43)ccc21 (stereo unspecified)	/	-1.9	-0.81
CCOC(=O)/C(C#N)=C/Nc1cc(OC)ccc1OC	25	0.32	-0.41
COc1ccc(-c2nnc(-c3cccnc3)o2)cc1OC	/	0.48	-0.46
CC(=O)Nc1sc(C)c(C)c1CN1CCN(S(=O)(=O)c2ccccc2)CC1	/	-0.84	-0.92
COc1ccccc1NC(=O)c1ccc(NC(=O)c2cc3c(s2)CCC3)cc1	/	-0.99	-0.66

(next part)
SMILES	Insulin prom inh	SDO1 yeast rescue	SDO1 yeast rescue Rescue 24 h
O=C(/C=C/c1ccc(Cl)cc1)NCc1cccs1	3	0.25	0.43
O=C(c1cc(-c2ccc(O)cc2)on1)N1CCCc2ccccc21	/	-2.1	-1.4
CCc1ccc(NC(=O)c2ccc3ncsc3c2)cc1	-5	-1.7	-0.67
COC(=O)c1cc(OC)c(OC)cc1NC(=S)N1CCN(C/C=C/c2ccccc2)CC1	-32	-0.85	-0.96
COc1cc(NC(=O)COn2nnc3ccc(S(C)(=O)=O)cc32)cc(OC)c1	29	/	/
CCOc1ccc(C2NC(=O)NC(C)=C2C(=O)OC)cc1C (stereo unspecified)	-20	0.41	-0.22
O=C(NCN1CCc2ccccc2C1)c1cnccn1	45	0.82	0.21
CCn1cc(/C=N/NS(=O)(=O)c2ccc(C)cc2)c(C)n1	28	0.47	2.7
Cc1ccccc1-c1nnc(Cc2ccccc2)o1	13	-0.89	-0.72
Cc1ccc(NC(=O)c2c(C(F)(F)F)nn(C)c2Cl)cc1C	/	-0.09	-0.72
Cc1cccc2c1OCC/C2=N\NC(=O)COc1ccccc1Cl	-6	-0.44	0.2
COCCNc1nc(SCc2ccccc2)nc2sc3c(c12)CCC3	-31	-1.2	-0.54
COc1ccc(CCNC(=O)CCC2COc3ccccc3O2)cc1OC (stereo unspecified)	28	1.2	0.52
COc1ccccc1OC(=O)CN1C(=O)c2ccccc2C1=O	34	-0.83	-1.5
Cc1cc(-c2ccccc2)nc(N2CCC(C(=O)NCc3ccccc3Cl)CC2)n1	-288	0.03	2.4
COc1ccc(OCC2c3cc(OC)c(OC)cc3CCN2C(=O)C(C)C)cc1 (stereo unspecified)	-25	/	/
CCN=C1NN=C(c2cc(C)n(CCc3ccccc3)c2C)CS1	30	/	/
Cc1nnc(SCC(=O)Nc2nc(-c3ccc(F)cc3)cs2)[nH]c1=O	-11	/	/
CC1CCCCN1S(=O)(=O)c1ccc2c(c1)CCN2C(=O)C1CCC1 (stereo unspecified)	31	-1.2	-1.2
CCOC(=O)C1(C)C=C(Nc2ccc(C)cc2)C(=O)N1c1ccc(C)cc1 (stereo unspecified)	70*	/	/
Nc1ccc(N2CCN(CCCCN3C(=O)C4CCCN4C3=O)CC2)cc1 (stereo unspecified)	-26	0.44	0.02
Cc1ccc(NC(=S)NC(NC(=O)c2ccccc2)C(Cl)(Cl)Cl)c(C)c1 (stereo unspecified)	-22	-0.13	-0.63
CCOc1ccc(NC(=O)CN(Cc2ccccc2)S(C)(=O)=O)cc1	-72	0.33	-1.1
NNC(=O)CN1CCN(c2ncc(C(F)(F)F)cc2Cl)CC1	19	/	/
COc1ccccc1Sc1nc(-c2ccccn2)ncc1OC	51	/	/
O=C(Nc1cccnc1)c1ccc2c(c1)C(=O)N(Cc1cccnc1)C2=O	57	1.2	0.8
CCN(CC)CCN(C)c1ccc(N2C(=O)C3CC=CCC3C2=O)cc1[N+](=O)[O-] (stereo unspecified)	36	/	/
CCOc1ccccc1NC(=O)C(OC(=O)c1ccc(O)cc1)c1ccccc1 (stereo unspecified)	-39	-0.84	-0.21
CNc1nnc(-c2ccc(C)cc2)c2ccccc12	38	/	/
CCCCNC(=S)NNC(=O)C12CC3CC(CC(C3)C1)C2	-86	-0.2	-0.34

Entries of single compounds from above. Order of screens: Insulin prom inh, SDO1 yeast rescue, SDO1 yeast rescue Rescue 24 h
Listed for NNC(=O)CN1CCN(c2ncc(C(F)(F)F)cc2Cl)CC1 = 19, /, /
Listed for CCCCNC(=S)NNC(=O)C12CC3CC(CC(C3)C1)C2 = -86, -0.2, -0.34

Next section:
SMILES	Insulin prom inh	SDO1 yeast rescue	SDO1 yeast rescue Rescue 24 h
CC(C)C(=O)Nc1ccc(-c2nc3cccnc3o2)cc1	38	-0.29	-1.1
COc1nc(Nc2ccc3c(c2)OCO3)nc(OC)n1	/	0.43	0.29
Nn1c(SC/C=C/c2ccccc2)nnc1-c1ccncc1	?	1.3	2.7
COCc1cc(=O)[nH]c(Nc2nc3ccc(C)cc3o2)n1	72	1.6	1.7
C/C(=N\Oc1cccc(F)n1)c1ccc(Cl)cc1Cl	14	-0.8	-1
O=C(CCS(=O)(=O)Cc1ccccc1F)NCCCN1CCCCC1	-10	0.31	-0.82
Cc1cn(S(=O)(=O)c2ccccc2[N+](=O)[O-])cn1	0	/	/
CC(C)NC(=O)c1ccc(-c2cccc(C(F)(F)F)c2)o1	-19	0.11	0.91
CC(=O)Nc1ccc(NC(=O)c2ccc(NS(=O)(=O)c3cc(C(C)(C)C)cc(C)c3C)cc2)cc1	-17	0.37	0.78
Nc1nc(N2CCN(C(=O)c3ccco3)CC2)nc2ccc(Br)cc12	20	/	/
Clc1cccc(-c2ccc(C=Nc3ccc(N4CCOCC4)cc3)o2)c1	/	0.14	-0.18
CC(=O)c1ccccc1NS(=O)(=O)c1c(C)nn(-c2ccccc2)c1C	-7	-1.6	-1.1
Cc1cc2c(OCC(O)CN3CCCC3)cccc2[nH]1 (stereo unspecified)	-109	/	/
O=C(CCc1ccccc1)n1nc(-c2ccccc2)nc1NCc1ccco1	-33	0.12	0.06
CCC(=O)N1CCc2cc(S(=O)(=O)CCC(=O)O)ccc21	/	1.9	2

7 records picked at random from those above:
SMILES	Insulin prom inh	SDO1 yeast rescue	SDO1 yeast rescue Rescue 24 h
Cc1cc2c(OCC(O)CN3CCCC3)cccc2[nH]1 (stereo unspecified)	-109	/	/
CC(=O)Nc1ccc(NC(=O)c2ccc(NS(=O)(=O)c3cc(C(C)(C)C)cc(C)c3C)cc2)cc1	-17	0.37	0.78
O=C(CCS(=O)(=O)Cc1ccccc1F)NCCCN1CCCCC1	-10	0.31	-0.82
C/C(=N\Oc1cccc(F)n1)c1ccc(Cl)cc1Cl	14	-0.8	-1
Clc1cccc(-c2ccc(C=Nc3ccc(N4CCOCC4)cc3)o2)c1	/	0.14	-0.18
Nc1nc(N2CCN(C(=O)c3ccco3)CC2)nc2ccc(Br)cc12	20	/	/
COc1nc(Nc2ccc3c(c2)OCO3)nc(OC)n1	/	0.43	0.29

Further results
SMILES	Insulin prom inh	SDO1 yeast rescue	SDO1 yeast rescue Rescue 24 h
Cc1ccc(NCc2nnc(SCC(=O)c3ccccc3)o2)c(C)c1	-3	-1	-1.1
COc1ccc(CCN2C(=NC(=O)CCC(=O)O)SC3CS(=O)(=O)CC32)cc1OC (stereo unspecified)	/	0.04	-0.48
O=S1(=O)CC2N=C(N(Cc3ccc(F)cc3Cl)c3ccccc3F)SC2C1 (stereo unspecified)	/	-0.32	0.21
Cc1ccc(/C=N/NC(=O)NC2CCCCC2)o1	-13	/	/
